CHRM1 agonist: agonists of human M1 muscarinic receptor; P11229; CHO-K1 hM1, Fluo-8 calcium fluorescence, agonist mode; 0% DMSO, 100% acetylcholine EC100; activation, % at 3 µM; actives 0.33% (n = 360,000); AID 588814;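 active = activation above the run's mean compound activation plus 3 SD, cut at about 16% in these data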;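 also: peak over basal fluorescence ratio within a 140 s kinetic read after compound addition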
OXTR ag: agonists of human oxytocin receptor; P30559; CHO-OTR cells, Fluo-8 calcium fluorescence; normalized: DMSO 0%, oxytocin 100%; activation, % at 3 µM; actives 0.32% (n = 320,000); AID 2435;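 active = activation above the mean of all tested compounds plus 3 SD, cutoff set per screening run, cut at about 20% in these data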;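 also: peak over basal fluorescence ratio from a 100 s FLIPR kinetic read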
Target sequence (P30559 whole entry, looked up): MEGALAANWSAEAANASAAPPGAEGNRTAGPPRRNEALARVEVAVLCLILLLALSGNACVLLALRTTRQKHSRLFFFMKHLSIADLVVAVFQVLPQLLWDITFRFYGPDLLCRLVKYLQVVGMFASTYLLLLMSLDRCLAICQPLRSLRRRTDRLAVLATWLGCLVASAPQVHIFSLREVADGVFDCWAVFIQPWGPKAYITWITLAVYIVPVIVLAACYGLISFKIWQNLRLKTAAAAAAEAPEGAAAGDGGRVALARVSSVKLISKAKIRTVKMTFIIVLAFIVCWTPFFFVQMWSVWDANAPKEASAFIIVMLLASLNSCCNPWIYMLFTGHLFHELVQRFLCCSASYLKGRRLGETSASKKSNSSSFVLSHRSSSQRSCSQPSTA
OXTR potentiate: human OXTR potentiation; P30559; actives 0.061% (n = 320,000); CHO-OTR cells, Fluo-8 calcium fluorescence, potentiator mode; 0% = oxytocin EC15, 100% = EC100; activation, % at 3 µM;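 active = activation above that plate's cutoff, the mean activation of tested compounds plus 3 SD, cut at about 6.6% in these data, passing the limit was not always enough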;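 also: 100% uses oxytocin at 75 nM as the full agonist control; some results filed as inactive read as strong as hits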
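System: human OTR in CHO cells; Also added: sub-maximal oxytocin, roughly EC15; Timing: compound 6 min at room temperature before oxytocin, 100 s read; Technique: Fluo-8 intracellular calcium fluorescence, ex 470-495, em 515-575 nm; Controls: oxytocin EC15 low and EC100 high; Replication: singlicate.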
M1 antag: blocks human M1 muscarinic receptor; P11229; CHO-K1 hM1, Fluo-8 calcium fluorescence, ACh EC80 antagonist; inhibition, % at 3 µM; actives 1.3% (n = 360,000); AID 588852;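 active = percent inhibition above its own plate's cutoff, namely the mean of that plate's compound wells plus 3 SD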;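 also: peak over basal fluorescence ratio during 140 s after agonist addition; 0% = ACh EC80 plus DMSO and 100% = DMSO alone without agonist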
TAAR1 antag: human TAAR1 antagonism. Q96RJ0. CHO RD-HGA16 TAAR1, Fluo-8 calcium fluorescence, antagonist. inhibition, % at 3 µM. actives 1.5% (n = 360,000);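 active = inhibition above a per-plate cutoff, the mean inhibition of test compounds on that plate plus 3 SD, cut at about 49% in these data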;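 also: 0% = DMSO plus EC80 beta-PEA response and 100% = DMSO alone without agonist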
Target sequence (Q96RJ0 whole entry, looked up): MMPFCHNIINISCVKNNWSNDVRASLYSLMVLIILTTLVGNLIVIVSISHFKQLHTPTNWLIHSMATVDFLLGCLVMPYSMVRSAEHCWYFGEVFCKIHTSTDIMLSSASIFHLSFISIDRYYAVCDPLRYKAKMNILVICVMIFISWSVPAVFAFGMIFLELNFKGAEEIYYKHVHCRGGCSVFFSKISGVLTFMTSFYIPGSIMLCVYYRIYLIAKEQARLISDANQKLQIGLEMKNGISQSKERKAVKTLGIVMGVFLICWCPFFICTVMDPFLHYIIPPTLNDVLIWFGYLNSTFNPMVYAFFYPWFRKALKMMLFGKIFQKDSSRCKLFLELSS
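Test system: RD-HGA16 CHO cells with stable hTAAR1 and Gα16 / Probe or stimulus: EC80 β-phenethylamine stimulus / Times: seeding 17-24 h prior, 75-min 37 °C, 30-min RT dye loading / Detection: Fluo-8 calcium-sensitive fluorescence / Read-out basis: % inhibition scaled between DMSO and EC80 PEA controls / Repeats: singlicate, one well per test compound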
V1aR counter: V1a receptor agonism, counter-screen for OXTR agonists; P37288; CHO-V1R cells, Fluo-8 calcium fluorescence, agonist mode; 0% DMSO, 100% 3 nM vasopressin; activation, % at 3 µM; actives 0.25% (n = 320,000); AID 2797;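 active = activation above the mean activation of all tested compounds plus 3 SD, per screening run, cut at about 20% in these data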;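 also: signal is peak over basal fluorescence ratio across a 100 second FLIPR read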
CHO parental Ca: counter-screen for OX1R antagonists: effect in parental CHO cells | parental CHO-K1, ATP-induced calcium, Fluo-8 fluorescence | inhibition, % at 5.6 µM | actives 0.63% (n = 330,000);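 active = inhibition above that plate's mean sample inhibition plus 3 SD, cut at about 26% in these data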;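 also: 0% = ATP-challenged DMSO wells and 100% = DMSO wells without ATP; some compounds past the cut are filed as inactive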
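Material – parental CHO cells · Reagent – ATP stimulus · Compound – single nominal dose of 5.6 µM per compound · Detection – Fluo-8 fluorescence · Read-out basis – percent inhibition of calcium signal · Controls – ATP-challenged DMSO wells low, unchallenged DMSO wells high · Repeats – no replicates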
CHRM1 PAM: positive allosteric modulators of human M1 muscarinic receptor | activation, % at 3 µM | P11229 | AID 588819 | CHO-K1 hM1, Fluo-8 calcium fluorescence, ACh EC20; 0% = ACh EC20, 100% = maximal ACh | actives 0.088% (n = 360,000); in the data active = activation above about 19%, passing the limit was not always enough
TAAR1 agonist: human TAAR1 agonism; Q96RJ0; CHO RD-HGA16 TAAR1, Fluo-8 calcium fluorescence; vehicle wells 0%, saturating PEA agonist 100%; activation, % at 3 µM; actives 0.99% (n = 360,000);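 active = activation above the mean activation of all test compounds in the run plus 3 SD, cut at about 38% in these data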
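System: CHO RD-HGA16 cells carrying human TAAR1 plus Gα16; Incubation: 17-24 h seeding, 75 min 37 °C dye, 30 min RT; Measured by: Fluo-8 fluorescence, 5 s baseline then 140 s kinetic read; Control set: DMSO and PEA EC100; Replication: single well for each compound.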
Starred values were filed as active, the others as inactive. Rows are unselected; any-hit rate near 3.7%.

Results for C=CCOC(=O)c1ccccc1C(=O)OCC=C ?
CHRM1 agonist: -8; OXTR ag: -1.9; OXTR potentiate: 0; M1 antag: -12; TAAR1 antag: 1; V1aR counter: -0.3; CHO parental Ca: -11; CHRM1 PAM: 8; TAAR1 agonist: -1

How did CSc1ccc(CN2CCCCCC2)cc1 do in these assays?
CHRM1 agonist: -8; OXTR ag: -1.0; OXTR potentiate: -13; M1 antag: 3; TAAR1 antag: -7; V1aR counter: 0.4; CHO parental Ca: -6; CHRM1 PAM: -3; TAAR1 agonist: 1

Results for CCC1CCc2sc(C(=O)NNC(=S)NCC3CCCO3)cc2C1 (stereo not given) ?
CHRM1 agonist: 1; OXTR ag: 0.0; OXTR potentiate: -4; M1 antag: -2; TAAR1 antag: -7; V1aR counter: 1.7; CHO parental Ca: -37; CHRM1 PAM: 8; TAAR1 agonist: -2

Results for CCCCOc1ccc(C(=O)NCC(=O)NC(C)CCc2ccccc2)cc1 (stereo not given) ?
CHRM1 agonist: -5; M1 antag: 3; TAAR1 antag: -20; CHRM1 PAM: -1; TAAR1 agonist: 0

How did O=C1c2ccccc2-c2c1cccc2C(=O)N1CCOCC1 do in these assays?
CHRM1 agonist: 0; OXTR ag: 0.1; OXTR potentiate: 5; M1 antag: -5; TAAR1 antag: 2; V1aR counter: 0.2; CHO parental Ca: -7; CHRM1 PAM: 8; TAAR1 agonist: 12

What do the screens show for `O=C(Cn1nc(C(F)(F)F)cc1C1CC1)Nc1ccccc1F`?
CHRM1 agonist: -8; OXTR ag: 1.1; OXTR potentiate: 5; M1 antag: -8; TAAR1 antag: 2; V1aR counter: 1.4; CHO parental Ca: -7; CHRM1 PAM: 2; TAAR1 agonist: 3

What do the screens show for `S=C(NCCCc1ccccc1)NC1CCCCC1`?
CHRM1 agonist: -1; OXTR ag: 0.3; OXTR potentiate: -6; M1 antag: 12; TAAR1 antag: -11; V1aR counter: 1.6; CHO parental Ca: -6; CHRM1 PAM: -9; TAAR1 agonist: -1

How did O=C(CCN1C(=O)C2C3C=CC(C3)C2C1=O)Nc1ccccn1 (stereo not given) do in these assays?
CHRM1 agonist: -4; OXTR ag: 0.9; OXTR potentiate: -2; M1 antag: -5; TAAR1 antag: -1; V1aR counter: -0.1; CHO parental Ca: 1; CHRM1 PAM: 7; TAAR1 agonist: 17

Results for O=C(O)c1cc(S(=O)(=O)N2CCN(C(c3ccccc3)c3ccccc3)CC2)ccc1Cl ?
CHRM1 agonist: -9; OXTR ag: 0.3; OXTR potentiate: 5; M1 antag: 0; TAAR1 antag: -1; V1aR counter: 0.1; CHO parental Ca: -13; CHRM1 PAM: -1; TAAR1 agonist: 5

What do the screens show for `Cc1cc(C)n(-c2cc(-c3ccccc3)nc(C)n2)n1`?
CHRM1 agonist: -5; OXTR ag: -2.4; OXTR potentiate: -1; M1 antag: -7; TAAR1 antag: -7; V1aR counter: -1.2; CHO parental Ca: -21; CHRM1 PAM: 5; TAAR1 agonist: 13

Results for Cc1ccc(P(=O)(CSC(=N)N)c2ccc(C)cc2)cc1 ?
CHRM1 agonist: -6; OXTR ag: -0.2; OXTR potentiate: 1; M1 antag: -15; TAAR1 antag: 5; V1aR counter: 0.6; CHO parental Ca: -4; CHRM1 PAM: 5; TAAR1 agonist: 4

How did O=C(/C=C/c1cccs1)Nc1sc2c(c1C(=O)O)CCCC2 do in these assays?
CHRM1 agonist: -7; OXTR ag: -1.8; OXTR potentiate: -2; M1 antag: -4; TAAR1 antag: -12; V1aR counter: 0.0; CHO parental Ca: -11; CHRM1 PAM: 5; TAAR1 agonist: -5

Results for O=C(CSc1nnc(CCc2nc3ccccc3[nH]2)n1-c1ccccc1)NCc1ccccc1 ?
CHRM1 agonist: -2; OXTR ag: 0.2; OXTR potentiate: 4; M1 antag: 14; TAAR1 antag: 0; V1aR counter: 0.2; CHO parental Ca: -30; CHRM1 PAM: 0; TAAR1 agonist: -2

How did CCCCn1c(N)c(N(CCOC)C(=O)CSCc2ccc(Cl)c(Cl)c2)c(=O)[nH]c1=O do in these assays?
CHRM1 agonist: -3; OXTR ag: -0.4; OXTR potentiate: -5; M1 antag: -5; TAAR1 antag: -38; V1aR counter: -0.7; CHO parental Ca: -18; CHRM1 PAM: 7; TAAR1 agonist: -1

Results for COc1ccc(Cl)cc1NC(=O)CNc1ccccc1N1CCOCC1 ?
CHRM1 agonist: -2; OXTR ag: 0.2; OXTR potentiate: -5; M1 antag: -8; TAAR1 antag: 5; V1aR counter: -0.3; CHO parental Ca: -20; CHRM1 PAM: 10; TAAR1 agonist: 5

Results for O=C(c1cc(-c2ccc(O)cc2)on1)N1CCCCCC1 ?
CHRM1 agonist: 2; OXTR ag: 1.7; OXTR potentiate: -10; M1 antag: 6; TAAR1 antag: -12; V1aR counter: 6.5; CHO parental Ca: -2; CHRM1 PAM: 0; TAAR1 agonist: 14

Results for Cn1c2cc(C#N)sc2c2cnn(Cc3ccc(F)cc3)c(=O)c21 ?
CHRM1 agonist: 0; OXTR ag: 4.4; OXTR potentiate: -8; M1 antag: -13; TAAR1 antag: 4; V1aR counter: 3.0; CHO parental Ca: -11; CHRM1 PAM: 6; TAAR1 agonist: 2

Results for COc1ccc(C(=O)c2ccc(Br)cc2)cc1 ?
CHRM1 agonist: -7; OXTR ag: -1.7; OXTR potentiate: 3; M1 antag: -2; TAAR1 antag: 22; V1aR counter: -0.7; CHO parental Ca: -18; CHRM1 PAM: 4; TAAR1 agonist: -2

Results for CN1C(=O)/C(=C/c2ccccc2OCc2ccc(F)cc2)N(C)C1=S ?
CHRM1 agonist: -10; OXTR ag: -2.0; OXTR potentiate: -9; M1 antag: 100*; TAAR1 antag: -5; V1aR counter: 0.5; CHO parental Ca: -37; CHRM1 PAM: -23; TAAR1 agonist: -1

Results for Cc1ccc(SCC(=O)NCC2COc3ccccc3O2)cc1 (stereo not given) ?
CHRM1 agonist: -4; OXTR ag: -2.5; OXTR potentiate: -4; M1 antag: 0; TAAR1 antag: -1; V1aR counter: -0.6; CHO parental Ca: -25; CHRM1 PAM: 2; TAAR1 agonist: -4

Reprinted at random: 2 records from the list.
How did CCCCn1c(N)c(N(CCOC)C(=O)CSCc2ccc(Cl)c(Cl)c2)c(=O)[nH]c1=O do in these assays?
CHRM1 agonist: -3; OXTR ag: -0.4; OXTR potentiate: -5; M1 antag: -5; TAAR1 antag: -38; V1aR counter: -0.7; CHO parental Ca: -18; CHRM1 PAM: 7; TAAR1 agonist: -1

Results for Cc1ccc(P(=O)(CSC(=N)N)c2ccc(C)cc2)cc1 ?
CHRM1 agonist: -6; OXTR ag: -0.2; OXTR potentiate: 1; M1 antag: -15; TAAR1 antag: 5; V1aR counter: 0.6; CHO parental Ca: -4; CHRM1 PAM: 5; TAAR1 agonist: 4

(cont.)
What do the screens show for `COc1ccc(OCc2cc(C(=O)N3CCN(C4CCCC4)CC3)no2)c(Cl)c1`?
CHRM1 agonist: -1; OXTR ag: 6.8; OXTR potentiate: -9; M1 antag: 5; TAAR1 antag: -13; V1aR counter: 7.8; CHO parental Ca: -15; CHRM1 PAM: -5; TAAR1 agonist: 5

What do the screens show for `Cc1ccc(NC(=O)C2CCCN(S(=O)(=O)c3c(C)noc3C)C2)cc1F` (stereo not given)?
CHRM1 agonist: -4; OXTR ag: 6.2; OXTR potentiate: -16; M1 antag: 10; TAAR1 antag: 2; V1aR counter: 4.0; CHO parental Ca: -14; CHRM1 PAM: -7; TAAR1 agonist: 7

What do the screens show for `O=S(=O)(/N=C(/Nc1cccnc1Cl)c1ccccc1)c1ccccc1`?
CHRM1 agonist: -4; OXTR ag: 1.0; OXTR potentiate: -1; M1 antag: 13; TAAR1 antag: -2; V1aR counter: -1.1; CHO parental Ca: -8; CHRM1 PAM: -8; TAAR1 agonist: 1

Results for c1ccc2[nH]c(CN3CCCCC3)nc2c1 ?
CHRM1 agonist: -11; OXTR ag: 1.1; OXTR potentiate: -6; M1 antag: 9; TAAR1 antag: -15; V1aR counter: 2.0; CHO parental Ca: -5; CHRM1 PAM: -1; TAAR1 agonist: 2

What do the screens show for `CC(C)CCNC(=O)c1onc(CSc2ccncc2)c1C(=O)NCCC(C)C`?
CHRM1 agonist: -2; OXTR ag: -2.3; OXTR potentiate: -5; M1 antag: -13; TAAR1 antag: 2; V1aR counter: -0.8; CHO parental Ca: -36; CHRM1 PAM: 7; TAAR1 agonist: 5

What do the screens show for `C[C@@H]1CN([C@@H](C)CO)C(=O)c2cc(N(C)C)ccc2O[C@@H]1CN(C)S(C)(=O)=O`?
CHRM1 agonist: -3; OXTR ag: 1.5; OXTR potentiate: -3; M1 antag: -6; TAAR1 antag: 8; V1aR counter: 1.9; CHO parental Ca: 1; CHRM1 PAM: 6; TAAR1 agonist: 2

What do the screens show for `Cc1cncc(NCc2ccc3c(c2)OCO3)n1`?
CHRM1 agonist: -4; M1 antag: -9; TAAR1 antag: -16; CHRM1 PAM: 0; TAAR1 agonist: 1

How did COc1ccc(C2(c3ccc(OC)cc3)NC(=O)N(CC(=O)NC3CCCC3)C2=O)cc1 do in these assays?
CHRM1 agonist: 1; OXTR ag: 0.6; OXTR potentiate: -5; M1 antag: 4; TAAR1 antag: 1; V1aR counter: 0.5; CHO parental Ca: -7; CHRM1 PAM: 3; TAAR1 agonist: 0

What do the screens show for `Cc1ccc(CN2CCN(Cc3cnn(-c4ccc(F)cc4)c3)CC2CCO)o1` (stereo not given)?
CHRM1 agonist: -10; OXTR ag: -1.4; OXTR potentiate: -15; M1 antag: -14; TAAR1 antag: -5; V1aR counter: 0.1; CHO parental Ca: -12; CHRM1 PAM: 9; TAAR1 agonist: 2

How did Fc1cccc(Nc2ncnc3c2cnn3-c2ccccc2)c1 do in these assays?
CHRM1 agonist: -3; OXTR ag: 0.1; OXTR potentiate: -5; M1 antag: 3; TAAR1 antag: 21; V1aR counter: 0.9; CHO parental Ca: 3; CHRM1 PAM: -5; TAAR1 agonist: 0

How did O=C(O)c1cccc(OS(=O)(=O)c2cc(Br)ccc2Br)c1 do in these assays?
CHRM1 agonist: -2; OXTR ag: 2.3; OXTR potentiate: -8; M1 antag: 5; TAAR1 antag: -16; V1aR counter: 2.3; CHO parental Ca: -4; CHRM1 PAM: 5; TAAR1 agonist: 6

How did CCOc1ccc2nc(NCCNC(=O)Nc3ccccc3)c(C#N)cc2c1 do in these assays?
CHRM1 agonist: -1; OXTR ag: -1.0; OXTR potentiate: -9; M1 antag: 15; TAAR1 antag: -6; V1aR counter: -0.1; CHO parental Ca: -10; CHRM1 PAM: -1; TAAR1 agonist: 6

Assay outcomes as filed in PubChem.
